High-throughput results from PubChem BioAssay.
All columns: NCI-60 one-dose screen, growth in % after 48 h at 10 µM unless noted; 100 = growth as untreated, 0 = no growth, -100 = all killed.
MCF7 = MCF7 breast cancer | AID 1794796 | actives 6.3% (n = 82,000)
LOX IMVI = LOX IMVI melanoma. actives 7.4% (n = 79,000)
MALME-3M = MALME-3M melanoma. actives 5.8% (n = 78,000). AID 1794766
MDA-MB-231 = MDA-MB-231 breast cancer; actives 5% (n = 81,000); AID 1794789
SK-MEL-2 = SK-MEL-2 melanoma | actives 4.7% (n = 77,000) | AID 1794763
HS 578T = HS 578T breast cancer; actives 4.1% (n = 78,000)
BT-549 = BT-549 breast cancer. actives 4.4% (n = 78,000)
T-47D = T-47D breast cancer | actives 5% (n = 79,000) | AID 1794792
An asterisk follows results filed as active; . = no result given; & = joins results of further samples. How the source made its calls: active means growth percent below 10; inactive means the rest.

SMILES | MCF7 | LOX IMVI | MALME-3M | MDA-MB-231 | SK-MEL-2 | HS 578T | BT-549 | T-47D
S=C(Nc1ccc(Cl)cc1)Nc1ccc(Nc2ncnc3sc4c(c23)CCN(Cc2ccccc2)C4)cc1 | 71 | 98 | 96 | 96 | 104 | 94 | 100 | 79
FC(F)(F)c1cc(-c2nnc3n2NC(=NC2CCCCC2)CS3)cc(C(F)(F)F)c1 | 99 | 103 | 131 | 104 | 135 | 103 | . | 86
N#CC12C(=O)NC(=N)C1(C#N)C(c1ccccc1)OC1=C2CCCC1 (stereo unspecified) | 95 | 96 | 103 | 110 | 100 | 102 | 93 | 102
O=C(CSc1nnc(CN2CCN(c3cc4c(cc3F)c(=O)c(C(=O)O)cn4C3CC3)CC2)o1)c1ccc(Cl)cc1 | 89 | 91 | 101 | 85 | 99 | 99 | 97 | 77
C#Cc1cccc(Nc2ncnc3ccc(-c4cnc(Cl)c(NS(C)(=O)=O)c4)cc23)c1 | -0.5* | -53* | -35* | -6.7* | -74* | -21* | -35* | -47*
CCCCCCCCCCCCOc1ccccc1C=O | 82 | 90 | . | 102 | 112 | 97 | . | 100
O=C(Cc1n[nH]c(=S)nc1CC(=O)c1ccccc1)c1ccccc1 | 90 | 98 | 126 | 106 | 102 | 107 | 106 | 138
c1ccc(-c2cc(-c3ccccc3-c3ccccc3)no2)cc1 | 74 | 92 | 105 | 85 | 101 | 101 | 102 | 69
COc1cc(C(=O)/C=C/c2c(Cl)nc3sc(C)nn23)cc(OC)c1OC | 98 | 93 | . | 78 | 98 | 106 | 82 | 100
O=C(N=Nc1c(Cl)c(O)c2ccccc2c1O)C(=O)Nc1cccc(C(F)(F)F)c1 | -4.7* | 15 | 11 | 57 | . | 84 | 69 | 45
CCN(CC)c1ccc(/C=N/Nc2nc(-c3ccc(C)cc3)cs2)c(O)c1 | 68 | 88 | 105 | 100 | 80 | 108 | 72 | 69
c1ccc2cc(SSc3ccc4ccccc4c3)ccc2c1 | 87 | 80 | 116 | 91 | 113 | 114 | 96 | 83
CC(=O)Nc1cccc(Cl)c1C | 105 | 97 | 101 | 100 | 100 | 93 | . | .
CSc1ccc(CNc2ccc(N3CCOCC3)c(C(=O)O)c2)cc1 | 87 | 96 | 104 | 108 | 102 | 117 | 100 | 87
CCOC(=O)N1C2CCC(C2)N1C(=O)OCC | 90 | 100 | 104 | 115 | 99 | 111 | 101 | 108
Cc1cc(N2CCN(CC(=O)Nc3ccc4c(ccn4C)c3)CC2)nc(N2CCOCC2)n1 | 98 | 98 | 104 | 103 | 100 | 104 | 103 | 90
CCCCCCCCCCCCCCCC[N+](C)(C)CCCNS(=O)(=O)c1ccccc1[N+](=O)[O-] | 98 | 116 | 105 | 102 | 110 | 118 | 118 | 123
O=CN1N=C(c2ccc(Cl)cc2)CC1c1sc(N2CCOCC2)nc1Cl (stereo unspecified) | 92 | 85 | 93 | 85 | 100 | 104 | 100 | 73
O=C(O)C1CC2C3CC(C(=O)O)C(C3)C2C1 (stereo unspecified) | 108 | 95 | . | 108 | 111 | 118 | 120 | 107
Cc1c(C)c2c(c(C)c1OC(=O)CCC(=O)[O-])CCC(C)(CCCCCCCCCCC[P+](c1ccccc1)(c1ccccc1)c1ccccc1)O2 (stereo unspecified) | -28* | -91* | -84* | -34* | -64* | -15* | -60* | -42*
CC(C)=CCC[C@](C)(O)[C@H]1CC[C@]2(C)[C@@H]1CC[C@@H]1[C@@]3(C)CC(Cc4ccncc4)C(=O)C(C)(C)[C@@H]3CC[C@]12C (stereo partly specified) | 94 | 97 | 90 | 103 | 109 | 87 | 97 | 86
COc1ccc(OC)c(-c2cc(-c3c[nH]c4ccccc34)nc(N)c2C#N)c1 | 3.8* | -66* | -3.0* | 13 | -18* | -17* | -25* | 0.6*
O=C(CCn1cc[n+](CC(=O)c2ccc(F)cc2F)c1)Nc1cccc2cccnc12 | 87 | 98 | . | 96 | 105 | 98 | 100 | 99
CCN1C(=O)N(CC)C2Nn3c(s/c(=C\c4ccc([N+](=O)[O-])cc4)c3=O)=NC21 (stereo unspecified) | 11 | 94 | 70 | 48 | 110 | 83 | 95 | 40
COc1ccc(/C=C/c2nc(N3CCOCC3)c3nc(Cl)c(Cl)cc3n2)cc1OC | 111 | 97 | 144 | 110 | 99 | 113 | 100 | 88
COc1cccc(-c2nn(-c3ccccc3)cc2-c2ccnc(NCCCNS(=O)(=O)c3ccc(Cl)cc3)c2)c1 | 24 | 52 | 75 | 24 | 47 | 50 | 58 | 14
C[C@H](O)[C@@H](C)O | 95 | 103 | . | 134 | . | 108 | 104 | 98
Cc1nn(-c2ccccc2)c2ncnc(N/N=C/c3ccccc3)c12 | 80 | 105 | . | 109 | 104 | 103 | 97 | 75
Cc1ccc(S(=O)(=O)N2CC=C(N)N2)cc1 | 99&104 | 99&101 | 115&103 | 110&109 | 100&100 | 117&111 | 104&129 | 99&105
COc1cc(-c2[o+]c3cc(O)cc(OC4OC(CO)C(O)C(O)C4O)c3cc2OC2OC(CO)C(O)C(O)C2O)cc(OC)c1O (stereo unspecified) | 95 | 101 | 102 | 99 | 93 | 85 | 102 | 92
CC(C)N(CCCCO)C(C)C | 89 | 102 | 91 | 123 | 95 | 107 | 100 | 99
COc1cc(-c2cnnn2-c2nonc2N)cc(OC)c1OC | 96 | 91 | 109 | 110 | 102 | 103 | 98 | 94
COc1ccc2cc(C(C)c3n[nH]c(=S)n3C3CCCCC3)ccc2c1 (stereo unspecified) | 93 | 84 | 104 | 113 | 91 | 102 | . | 69
CCCCCCCCn1cc(C2=C(c3coc4ccc(OC)cc34)C(=O)N(O)C2=O)c2ccccc21 | 98 | 96 | 97 | 99 | 105 | 83 | 97 | 101
O=C(O)c1ccccc1-n1c2ccccc2c2ccccc21 | 97 | 97 | 133 | 109 | 108 | 122 | 109 | 121
O=C(Nc1ccc(OCc2nnc(-c3ccc(Cl)cc3)o2)c(F)c1)Nc1ccc(Cl)c(Cl)c1 | 50 | 24 | 33 | 26 | 81 | 32 | 94 | 56
C=C(CBr)[C@@H]1CC[C@]2(COC(C)=O)CC[C@]3(C)[C@H](CC[C@@H]4[C@@]5(C)CCCNC(C)(C)[C@@H]5CC[C@]43C)[C@@H]12 | 22 | 23 | 71 | 66 | 59 | 74 | 36 | 26
CCCCCCCCCCN=C(N)N=C(N)N | 33 | 47 | 30 | 39 | 76 | 55 | 16 | 29
Cc1ccc(NCc2cn(-c3ccc(C(=O)O)cc3)nc2-c2ccc(C(=O)O)cc2)nc1 | 94 | 97 | 106 | 103 | 119 | 96 | 105 | 114
Cc1ccc2c(OCC(=O)N/N=C/c3ccccc3)cc(=O)[nH]c2c1 | 98 | 106 | 101 | 98 | 107 | 121 | 118 | 95
CC(Nc1ccccc1)c1cccs1 (stereo unspecified) | . | 84 | 109 | 86 | 106 | 109 | 90 | 76
OC(c1ccccc1)(c1ccccc1)C(F)(F)Cl | 112 | 95 | 96 | 114 | 101 | 97 | 101 | 104
O=C(O)C(CBr)c1ccccc1 (stereo unspecified) | 93 | 95 | . | 114 | 102 | 100 | 101 | 106
CCC(C#N)C(N)=O (stereo unspecified) | 102 | 104 | . | 104 | 106 | 109 | 96 | 124
CCCCCCn1cc(COC(=O)[C@]2(C)CCC[C@]3(C)[C@H]4C[C@H]5C(C(C)C)=C[C@]4(CC[C@H]32)[C@@H]2C(=O)OC(=O)[C@@H]25)nn1 | 94 | 102 | 102 | 103 | 105 | 94 | 93 | 87
FC(F)(F)c1ccc(-c2ccc3c(c2)C2CC3CCN2Cc2ccccc2)cc1 (stereo unspecified) | 81 | 84 | 96 | 79 | 108 | 97 | 102 | 72
O=C1CCC23C=CC(O2)C2(Nc4ccccc4NC2=O)c2c(Cl)cccc2N13 (stereo unspecified) | 95 | 98 | 89 | 95 | 97 | 100 | 89 | 99
Cc1cc(=O)n2c(-c3ccccn3)nc3c4ccccc4ccc3n12 | 91 | 100 | 105 | 106 | 103 | 101 | 98 | 94
O=C(Nc1cccc(C2=NCCN2)c1)c1ccc(C(=O)Nc2cccc(C3=NCCN3)c2)c([N+](=O)[O-])c1 | 90 | 86 | 103 | 115 | 96 | 109 | 84 | 100
O=C(CN1CCN(c2cccc(Cl)c2)CC1)N1CCN(c2nnc(-c3ccc(Cl)cc3)c(-c3ccc(Cl)cc3)n2)CC1 | 55 | 71 | 105 | 87 | . | 62 | 88 | 50
More results follow:
SMILES | MCF7 | LOX IMVI | MALME-3M | MDA-MB-231 | SK-MEL-2 | HS 578T | BT-549 | T-47D
CCCCCCC1N=C(N)N=C(N)N1c1cccc(Cl)c1 (stereo unspecified) | 22 | 17 | 41 | 68 | 83 | 55 | 25 | 52
O=C(Nc1nonc1-c1ccccc1)c1ccc([N+](=O)[O-])cc1 | 83 | 73 | 81 | 90 | 80 | 103 | 87 | 80
CN(Cc1ccccc1)c1nc(Cl)c(C2CC(c3ccc(Br)cc3)=NN2c2ccccc2)s1 (stereo unspecified) | 75 | 94 | 96 | 103 | 94 | 119 | 90 | 80
COc1ccc(/C=C2\CCCC3=C2N=C2SC(C)=NN2C3c2ccc(OC)cc2)cc1 (stereo unspecified) | 95 | 102 | . | 113 | 64 | 109 | 102 | 97
Cc1cc(N2CCN(CC(=O)Nc3ccc4c(ccn4Cc4ccccc4)c3)CC2)nc(N2CCCCC2)n1 | 44 | 83 | 92 | 79 | 86 | 82 | 74 | 66
COC(=O)c1ccc(N)c2c(N)ccc(C(=O)OC)c12 | 92&96 | 104&96 | 92&109 | 108 | 142&99 | 97&99 | 109&99 | 91
COc1cc(CNC(=O)/C=C/C=C/c2ccc3c(c2)OCO3)ccc1OCc1cn(-c2ccc([N+](=O)[O-])cc2)nn1 | 93 | 99 | 95 | 89 | 101 | 93 | 97 | 80
N#Cc1c(-c2cccs2)cc(-c2cnccn2)nc1SCC(=O)Nc1ccc(Cl)cc1 | 84 | 93 | 114 | 86 | 115 | 108 | 109 | 108
CC(C)CC(N)c1nnc(CCC(=O)c2nc3ncccc3[nH]2)o1 (stereo unspecified) | 95 | 92 | 105 | 98 | 104 | 101 | 122 | 99

Filtered by structure, those above containing a carbonyl joined to an NH by a bond outside any ring (12)
SMILES | MCF7 | LOX IMVI | MALME-3M | MDA-MB-231 | SK-MEL-2 | HS 578T | BT-549 | T-47D
O=C(N=Nc1c(Cl)c(O)c2ccccc2c1O)C(=O)Nc1cccc(C(F)(F)F)c1 | -4.7* | 15 | 11 | 57 | . | 84 | 69 | 45
CC(=O)Nc1cccc(Cl)c1C | 105 | 97 | 101 | 100 | 100 | 93 | . | .
Cc1cc(N2CCN(CC(=O)Nc3ccc4c(ccn4C)c3)CC2)nc(N2CCOCC2)n1 | 98 | 98 | 104 | 103 | 100 | 104 | 103 | 90
O=C(CCn1cc[n+](CC(=O)c2ccc(F)cc2F)c1)Nc1cccc2cccnc12 | 87 | 98 | . | 96 | 105 | 98 | 100 | 99
O=C(Nc1ccc(OCc2nnc(-c3ccc(Cl)cc3)o2)c(F)c1)Nc1ccc(Cl)c(Cl)c1 | 50 | 24 | 33 | 26 | 81 | 32 | 94 | 56
Cc1ccc2c(OCC(=O)N/N=C/c3ccccc3)cc(=O)[nH]c2c1 | 98 | 106 | 101 | 98 | 107 | 121 | 118 | 95
CCC(C#N)C(N)=O (stereo unspecified) | 102 | 104 | . | 104 | 106 | 109 | 96 | 124
O=C(Nc1cccc(C2=NCCN2)c1)c1ccc(C(=O)Nc2cccc(C3=NCCN3)c2)c([N+](=O)[O-])c1 | 90 | 86 | 103 | 115 | 96 | 109 | 84 | 100
O=C(Nc1nonc1-c1ccccc1)c1ccc([N+](=O)[O-])cc1 | 83 | 73 | 81 | 90 | 80 | 103 | 87 | 80
Cc1cc(N2CCN(CC(=O)Nc3ccc4c(ccn4Cc4ccccc4)c3)CC2)nc(N2CCCCC2)n1 | 44 | 83 | 92 | 79 | 86 | 82 | 74 | 66
COc1cc(CNC(=O)/C=C/C=C/c2ccc3c(c2)OCO3)ccc1OCc1cn(-c2ccc([N+](=O)[O-])cc2)nn1 | 93 | 99 | 95 | 89 | 101 | 93 | 97 | 80
N#Cc1c(-c2cccs2)cc(-c2cnccn2)nc1SCC(=O)Nc1ccc(Cl)cc1 | 84 | 93 | 114 | 86 | 115 | 108 | 109 | 108
